Autofluor 339 = intrinsic fluorescence of library compounds, ex339/em460 – biochemical, MLSMR library, data from DPM-DC assay, artefact control, profiling panel | compound autofluorescence, ex339/em460 nm, NADH buffer; hits give high values; 1 = no-compound wells, NADH background | fluorescence fold increase at 10 µM | 65,000 tested, 5.5% active | AID 709;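 active = at 10 µM, mean starting fluorescence two-fold or more over control wells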;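 note: signal is the first read of a kinetic run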
SF-1 act = activates the human nuclear receptor SF-1; Q13285; CHO-K1 Gal4-SF-1 LBD luciferase reporter; % increase over DMSO SF-1-specific signal; activation, % at 10 µM; 65,000 tested, 1.9% active;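 active = activation above the mean activation of all tested compounds plus 3 SD, cut at about 50% in these data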
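Test system: CHO-K1 cells co-transfected with Gal4 DBD–human SF-1 LBD, 5xGal4 luciferase reporter. Quantity: 4,000 cells per well. Compound: 10 µM only. Incubation: compound added 1 h post-seeding, 20 h exposure at 37 °C, 5% CO2. Detection: SteadyLite luciferase luminescence. Replication: one test per compound.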
NADH enzymes = inhibition of NAD/NADH coupling enzymes, library profiling. coupled PK/LDH NADH assays, four targets. IC50, µM (top dose mostly 10 µM), for the others: at the top dose inhibition. 65,000 tested, 0.02% active. AID 774;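 active = single-dose screening hits from any of four coupled enzyme assays that gave an IC50 when retested across doses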;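 note: the DPM-DC format reads NADH fluorescence rather than 340 nm absorbance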
TNAP act mid DEA = human TNAP activation, intermediate phosphate acceptor | P05186 | purified TNAP, CDP-star luminescence, 100 mM DEA, 30 min; hits give high values; scale: 0 levamisole-inhibited, 1 vehicle-only enzyme | activation factor at 20 µM | 64,000 tested, under 10 active;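 active = activation factor of at least 2 at 20 µM, relative to controls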
Target sequence (P05186 whole entry, looked up): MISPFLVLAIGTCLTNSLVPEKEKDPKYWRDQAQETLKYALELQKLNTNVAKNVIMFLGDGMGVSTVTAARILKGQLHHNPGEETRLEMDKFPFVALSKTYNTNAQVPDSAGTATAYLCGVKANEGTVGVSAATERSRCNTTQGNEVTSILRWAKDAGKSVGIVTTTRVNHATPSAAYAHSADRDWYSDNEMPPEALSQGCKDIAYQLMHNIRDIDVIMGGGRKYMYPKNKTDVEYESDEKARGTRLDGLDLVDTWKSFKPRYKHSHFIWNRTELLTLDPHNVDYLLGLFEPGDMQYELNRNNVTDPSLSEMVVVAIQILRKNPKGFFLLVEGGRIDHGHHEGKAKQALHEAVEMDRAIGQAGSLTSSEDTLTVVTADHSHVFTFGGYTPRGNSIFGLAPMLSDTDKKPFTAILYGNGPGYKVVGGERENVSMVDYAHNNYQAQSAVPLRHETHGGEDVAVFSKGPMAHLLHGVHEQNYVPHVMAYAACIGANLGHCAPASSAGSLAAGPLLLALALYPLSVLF
tolC growth inh = blocks growth of E. coli BW25113 tolC mutant | AID 573 | 65,000 tested, 2.2% active | OD615 | growth inhibition, % at 10 µM (by protocol);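 active = growth inhibition at or above a cutoff equal to the mean over every tested compound plus 3 SD, cut at about 60% in these data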;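 note: growth measured after 20 h incubation at 37 °C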
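Test system: E. coli BW25113 ΔtolC::kan bacteria; incubation: 37 °C, 20 h exposure; medium: LB broth supplemented with 50 µg/mL kanamycin; read-out basis: percent growth inhibition; signal: A615 absorbance measurement; compound: 10 µM final, single dose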
M1 ag = agonists of M1 muscarinic receptor; CHO-M1 cells, Fluo-4 calcium fluorescence, agonist mode; hits give high values; B-score at 10 µM; 64,000 tested, 3% active; AID 626;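 active = fluorescence rise, raw or as B-score row- and column-corrected plate score, outside the 99.7% band of its plate's samples, either direction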
M1 antagonist = antagonists of rat M1 muscarinic receptor; CHO-M1 cells, Fluo-4 calcium, ACh EC80 antagonist mode; hits give low values; P08482; B-score at 10 µM; 64,000 tested, 3.4% active; AID 628;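 active = calcium fluorescence response, raw or row-and-column corrected B-score, differing from the plate sample mean either way at a set confidence level, mostly lower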
Target sequence (P08482 whole entry, looked up): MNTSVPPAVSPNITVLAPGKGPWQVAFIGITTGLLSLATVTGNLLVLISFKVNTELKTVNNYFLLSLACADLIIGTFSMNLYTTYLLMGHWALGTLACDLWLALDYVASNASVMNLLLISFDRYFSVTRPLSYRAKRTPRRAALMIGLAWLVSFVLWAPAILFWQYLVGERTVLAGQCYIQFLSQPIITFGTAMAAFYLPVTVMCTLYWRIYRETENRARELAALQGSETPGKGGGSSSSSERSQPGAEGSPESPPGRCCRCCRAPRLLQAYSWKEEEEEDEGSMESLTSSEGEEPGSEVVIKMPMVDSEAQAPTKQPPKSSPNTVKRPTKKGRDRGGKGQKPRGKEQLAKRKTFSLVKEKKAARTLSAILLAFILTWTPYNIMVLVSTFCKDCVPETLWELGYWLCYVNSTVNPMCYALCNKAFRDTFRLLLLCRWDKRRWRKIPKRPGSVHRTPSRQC
RORA act = activators of human nuclear receptor RORA. activation, % at 10 µM. CHO-K1 Gal4-RORA LBD luciferase reporter, luminescence; percent increase over mock-subtracted basal signal. 65,000 tested, 1.5% active. P35398;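 active = activation above the mean of all tested compounds plus 3 SD, cut at about 49% in these data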;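 note: 0% = DMSO-treated RORA cells and 100% = added signal equal to DMSO minus mock-transfected cells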
Ec RNAP inh = inhibitors of Escherichia coli RNA polymerase. E. coli RNA polymerase, fluorescence transcription assay. AID 559. P0A8V2. 62,000 tested, 0.2% active. inhibition, %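 (tested at 10 µM)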; in the data active = inhibition above about 20%;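 note: 0% = enzyme without compound and 100% = no enzyme blank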
Numbers without * were called inactive; nt = not tested or not shown; [ ] = another dose, or the depositor's remark. Outcome played no part in choosing rows; 15% or so of the library scored in one or more.

Every second line gives: SF-1 act	NADH enzymes	tolC growth inh	M1 ag	M1 antagonist	RORA act	TNAP act mid DEA	Ec RNAP inh	Autofluor 339
> Cc1ccc(-n2ncc3c(=O)n(Cc4ccccn4)cnc32)cc1C
  11	9%	-15	0.76	0.64	-5	0.8	9	1.1
> COC(=O)C1C(=O)C2=C(CC1C)NC(=O)CC2c1ccc(O)c(OC)c1 (stereo not drawn)
  -3	3%	-8	0.93	0.46	-1	1	-8	1.1
> COC(=O)C1=C(N)Oc2cc(C)n(Cc3cccnc3)c(=O)c2C1c1ccccc1OC (stereo not drawn)
  5	7%	-33	-0.61	-0.04	-18	0.9	-3	0.98
> Cn1c(Cn2c(=O)sc3ccccc32)nnc1SCC(=O)NCc1ccccc1
  -16	2%	-18	1	-0.039	-10	1	2	1.1
> CCC(=O)Nc1ccc(NC(=O)c2c(C)nc3ccccn23)cc1
  0	5%	-13	0.93	1.1	0	1	7	1.1
> Cc1ccccc1CSCCNC(=O)CN(c1ccc2c(c1)OCO2)S(C)(=O)=O
  -3	0%	-4	-2.7	-0.15	-21	0.9	7	1.1
> C#CCN1C(=O)C(O)(CC(=O)c2ccc(OC)c(OC)c2)c2ccccc21 (stereo not drawn)
  1	8%	-7	nt	nt	-10	1.1	-1	1
> O=C(NCC1CCCO1)c1coc2nc3ccccc3nc12 (stereo not drawn)
  57*	16%	3	-0.13	0.23	3	1.1	0	2.5*
> COc1ccc(-n2nc3c(c2NC(=O)C2CC2)CS(=O)C3)cc1 (stereo not drawn)
  -17	5%	-18	-0.3	-0.016	5	1	-2	1.1
> O=C(CSc1nc2ccccc2c(=O)n1C1CC1)NCc1ccccc1
  5	4%	13	0.25	0.005	-14	0.9	-2	1.1
> COc1ccc(NS(=O)(=O)c2cc(C)ccc2C)cc1
  23	4%	9	1.6	-1.2	40	1	4	1.1
> CCSc1nnc(NC(=O)NC(CC)(C(F)(F)F)C(F)(F)F)s1
  -12	4%	21	5*	-1.4*	-24	0.9	nt	1.1
> O=P(O)(CCc1ccncc1)CN1CCCCC1
  -10	7%	-10	-0.06	0.13	-4	0.9	3	1.1
> COc1ccc(C)cc1-n1nnnc1SCc1cn2ccsc2n1
  -14	2%	12	1.3	-0.34	-7	0.9	4	1.1
> CSc1oc(-c2ccc(F)cc2)nc1S(=O)(=O)c1ccccc1
  -18	14%	-5	-0.018	0.23	-4	nt	nt	1.1
> COC(=O)c1sccc1NC(=O)c1ccoc1C
  -28	3%	7	0.28	0.12	-18	0.9	8	1.1
> CC1(C)CC2(CCCN3C(=O)CSC32)CCS1 (stereo not drawn)
  8	5%	-5	0.092	0.28	6	0.9	7	1.1
> CCOC(=O)c1[nH]c(C)c(C(=O)NC)c1C
  -7	2%	-12	0.18	0.026	-13	0.8	9	1
> Cc1ccc(-n2nnnc2SCC(=O)N2CCN(C(=O)c3ccco3)CC2)c(C)c1
  3	2%	-3	0.79	0.63	-1	0.9	11	1
> COc1ccc(C)cc1NC(=O)CN(Cc1nnc(-c2ccc(Cl)cc2)o1)C1CCCC1
  -1	3%	21	-0.26	0.81	23	0.8	3	0.99
> CC(=O)N1c2ccc(S(=O)(=O)CCC(=O)O)cc2CC1C (stereo not drawn)
  1	8%	-31	0.49	1	-5	1	2	1.1
> N#CC1=C(N)Oc2n[nH]c(-c3ccccc3)c2C12C(=O)Nc1ccccc12 (stereo not drawn)
  11	3%	4	-0.51	-0.57	7	0.8	8	1.1
> O=C(Oc1ccc2cccc(OC(=O)N3CCOCC3)c2c1)N1CCOCC1
  9	7%	-22	-0.27	0.13	10	0.9	5	1.8
> COc1ccccc1NC(=O)CSc1ncn[nH]1
  8	3%	16	0.46	-0.25	-1	0.9	3	1.1
> O=C(c1ccco1)N1CCN=C1SCc1ccccc1Cl
  -10	1%	13	0.072	0.25	11	0.9	4	1.1
> Cc1ccc(S(=O)(=O)N2CCC(C(=O)N3CCC(C(=O)NCc4cccnc4)CC3)CC2)cc1
  -12	4%	-5	-0.056	0.044	-9	0.9	-2	1
> O=C(NCc1ccco1)c1cccs1
  9	1%	-13	-0.51	0.24	-18	1	0	1.1
> CCCCN1C(=O)C(NC(C)=O)c2ccccc21 (stereo not drawn)
  30	7%	1	0.22	-0.97	-11	1	6	1.1
> Nc1c(C2=NCCO2)nnn1Cc1ccccc1
  -12	2%	-21	-0.48	0.078	10	1	7	1
> CCOC(=O)N1CCC(N(CCCOC)C(=O)Nc2ccc(CC)cc2)CC1
  1	3%	3	0.29	0.77	-2	0.9	5	1

For convenience, part of the list above:
Every second line gives: SF-1 act	NADH enzymes	tolC growth inh	M1 ag	M1 antagonist	RORA act	TNAP act mid DEA	Ec RNAP inh	Autofluor 339
> CSc1oc(-c2ccc(F)cc2)nc1S(=O)(=O)c1ccccc1
  -18	14%	-5	-0.018	0.23	-4	nt	nt	1.1
> COC(=O)c1sccc1NC(=O)c1ccoc1C
  -28	3%	7	0.28	0.12	-18	0.9	8	1.1
> CC1(C)CC2(CCCN3C(=O)CSC32)CCS1 (stereo not drawn)
  8	5%	-5	0.092	0.28	6	0.9	7	1.1
> CCOC(=O)c1[nH]c(C)c(C(=O)NC)c1C
  -7	2%	-12	0.18	0.026	-13	0.8	9	1
> Cc1ccc(-n2nnnc2SCC(=O)N2CCN(C(=O)c3ccco3)CC2)c(C)c1
  3	2%	-3	0.79	0.63	-1	0.9	11	1
> COc1ccc(C)cc1NC(=O)CN(Cc1nnc(-c2ccc(Cl)cc2)o1)C1CCCC1
  -1	3%	21	-0.26	0.81	23	0.8	3	0.99
> CC(=O)N1c2ccc(S(=O)(=O)CCC(=O)O)cc2CC1C (stereo not drawn)
  1	8%	-31	0.49	1	-5	1	2	1.1
> N#CC1=C(N)Oc2n[nH]c(-c3ccccc3)c2C12C(=O)Nc1ccccc12 (stereo not drawn)
  11	3%	4	-0.51	-0.57	7	0.8	8	1.1
> O=C(Oc1ccc2cccc(OC(=O)N3CCOCC3)c2c1)N1CCOCC1
  9	7%	-22	-0.27	0.13	10	0.9	5	1.8

Going on with the list.
Every second line gives: SF-1 act	NADH enzymes	tolC growth inh	M1 ag	M1 antagonist	RORA act	TNAP act mid DEA	Ec RNAP inh	Autofluor 339
> COc1cccc(-n2c(Cc3cc(=O)[nH]c(=O)[nH]3)nnc2SCC(=O)NC2CCCCC2)c1
  17	7%	-8	0.81	0.098	11	0.9	3	1.1
> O=C(O)c1cc(S(=O)(=O)N2CCOCC2)c(Sc2ccccn2)cc1Sc1ccccn1
  -16	4%	-1	-2.5	0.72	-10	1	7	1.1
> CCC(CO)Nc1ncnc2c1cnn2-c1ccc(Cl)cc1 (stereo not drawn)
  35	3%	11	1.5	-0.71	28	0.9	6	1
> COc1ccc(N=C2C(=O)Nc3ccccc32)cc1
  0	3%	-10	1.7	-4.4*	26	0.9	-11	1
> CCN(CC)CCN1C(=O)C(O)=C(C(C)=O)C1c1ccccc1 (stereo not drawn)
  4	0%	-4	0.021	0.0041	-1	0.9	2	1.1
> CC1CC(NC(=O)CCn2c(=O)oc3ccccc32)CC(C)(C)C1 (stereo not drawn)
  -12	6%	7	0.68	0.9	-11	0.9	7	1.1
> CCCc1nnc(NC(=O)CCC(=O)Nc2ccc(F)cc2)s1
  0	8%	-14	-0.18	0.92	5	0.8	7	1.1
> CC(CCc1ccccc1)NC(=O)CSc1nccc(=O)[nH]1 (stereo not drawn)
  -4	7%	5	0.97	0.18	10	1	7	1.1
> O=C(COc1ccc(S(=O)(=O)NC2CCCCC2)cc1)N1CCN(c2ccc(F)cc2)CC1
  20	12%	15	-0.56	0.75	14	1	6	1
> O=C(CN1C(=O)COc2ccccc21)c1ccc(Cl)cc1
  3	4%	4	0.09	-0.87	-5	0.9	11	1.1
> CCN(CC)C(=O)CSc1nc2ccccc2c(=O)n1OC
  -2	4%	3	1.3	-0.67	-8	1	-2	1.1
> COc1ccc(N(CC(=O)Nc2cccc(N(C)S(C)(=O)=O)c2)S(C)(=O)=O)cc1OC
  -14	3%	-13	-0.97	-0.071	-34	1	-1	1.1
> CCSc1nnc(NC(=O)CSc2ncccn2)s1
  -7	3%	6	-0.22	0.027	-14	0.9	8	1
> COc1ccc(OCc2cccc(C(=O)O)c2)cc1
  -94	4%	-6	-0.025	0.092	-94	0.9	6	1.1
> CCOc1ccccc1N(CC(=O)Nc1ccccc1C(=O)OC)S(C)(=O)=O
  nt	2%	-6	0.37	1.6	nt	1	3	1.1
> O=C(Nc1ccc(N2CCN(C(=O)c3ccccc3)CC2)c(Cl)c1)c1ccco1
  -8	9%	17	1.2	-0.88	24	1	3	1.1
> COc1ccc(Cl)cc1C(=O)CSc1nnnn1C1CCCC1
  -5	7%	58	-0.16	-1.2	-18	0.8	nt	1.2
> CSc1nc2c(c(=O)n1Cc1ccccc1)SC(C)C2 (stereo not drawn)
  -2	4%	16	1.1	-0.73	-19	nt	nt	1.1
> CC(C)c1c(O)nc(SCc2ccccc2)[nH]c1=O
  20	5%	-13	-0.12	0.21	-6	0.9	6	1.1
> CCOC(=O)C1C(=O)Oc2ccc3ccccc3c2C1C1CCOC1=O (stereo not drawn)
  -30	8%	-2	0.44	-0.028	21	1	4	1.1
> CCN(CC)CCCCOc1ccccc1OC
  -3	4%	-16	-0.38	-0.27	1	0.9	9	1.1
> CCOc1ccc(-c2nc(C#N)c(N3CCOCC3)o2)cc1
  1	7%[fluoresces]	14	1	-0.017	-8	0.9	-4	2.2*
> COc1cc(C)c(S(=O)(=O)NCc2ccc3c(c2)OCO3)cc1C
  1	5%	22	-1.3	0.043	16	0.7	8	1.1

Screening results from PubChem.
